BRCA1 expr up – qHTS Assay to Identify Small Molecule Activators of BRCA1 Expression. Potency, µM (titrated, usually from 46.1 µM), inactives show at the top dose activation, hits mostly activators. AID 624202, 2012. MCF7-BRCA1-FFLuc reporter, luminescence, 48 h; response scale: scaled: vehicle 0%, 10 µM genistein 100%. 380,000 compounds, 1.1% hits; active = well fitted activation curve with a large enough effect; note: nearly all actives have a fitted effect of over 80% in size; some results filed as inactive show a strong effect at the top dose
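Using MCF7 cells harboring a BRCA1 firefly luciferase reporter, plated 2 h before compound pinning, the screen measured luminescence after 48 h incubation. Responses were normalized to DMSO and 10 microM genistein, then fitted for concentration-effect.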
* marks the source's active call; other numbers are inactive results; [ ] = another dose, or the depositor's remark. Potency is the fitted concentration of half-maximal effect. A portion of the library; rates above refer to the full screens.

SMILES | BRCA1 expr up
Cn1ccc2c(-c3cccc(C=O)c3F)cc3c(c21)C1CCC3C1 (configuration not stated) | 18%
O=C(NC1CCCCC1)c1ccc2ccccc2c1 | 3.2µM*
CC(C)NC(=O)C1(C)CCN1CCC(=O)c1ccccc1 (configuration not stated) | -9%
COCOCCn1cc(CN2CCS(=O)(=O)N(Cc3ccc(-c4cccc(CO)c4)cc3)C(C)C2=O)nn1 (configuration not stated) | 2%
O=c1[nH]c(CN2CCCCC2)ccc1O | 1%
CC1=C(C(=O)N(C(C)C)C(C)C)CC(CC(=O)NCCN2CCOCC2)C(=O)N1Cc1ccccc1 (configuration not stated) | -7%
COc1cc(-c2c(CCO)sc3ccccc23)cc(OC)c1OC | -41%
CC1(C(=O)NS(=O)(=O)c2ccccc2)CCN1C(=O)CC1CCCCC1 (configuration not stated) | 20%
CCCCN(C=O)c1c(CC)nc2c(OCc3ccccc3C)cccn12 | 0%
CCc1nc2ccc(C(=O)N3CCN(C(=O)c4ccco4)CC3)cn2c1N(C)Cc1cccs1 | -14%
CC[C@H](C)[C@@H]1OC(=O)[C@@H](C)[C@@H](CC)NC(=O)[C@H](C)N(C)C(=O)C(C)(C)C(=O)C(C)NC(=O)[C@H](Cc2ccccc2)N(C)C(=O)[C@H](C(C)C)N(C)C(=O)CNC(=O)[C@H](CC(C)C)N(C)C(=O)CNC1=O (some centres not stated) | -64%
CCC1OC(C(C)C)Cc2[nH][nH]c(=O)c21 (configuration not stated) | 5%
O=S(=O)(NCc1nnnn1-c1ccc(F)cc1)c1ccc(F)cc1 | -1%
CC(=O)C1=CCC(c2ccc(Br)cc2)N(S(=O)(=O)c2ccc(C)cc2)C1 (configuration not stated) | -47%
COc1ccc([C@H]2CC(=O)C[C@@H](CCn3cc(-c4ccccc4)nn3)O2)cc1 | 0%
O=C(CNC(=O)OCc1ccccc1)NCC(=O)NC(Cc1c[nH]c2ccccc12)C(=O)O (configuration not stated) | 3%
CCCNC(=O)C1(C)CCCN(CC(=O)c2ccc3c(c2)OCCO3)C1 (configuration not stated) | 8%
CCN1C(=O)[C@H]2[C@@H](c3ccc(C)cc3)N[C@]3(CCCN(Cc4ccccc4)C3=O)[C@H]2C1=O | 2%
C[C@@H]1CCCCO[C@@H](CN(C)CC2CC2)[C@@H](C)CN([C@H](C)CO)C(=O)c2cc(N(C)C)ccc2O1 | -20%
CC1NC(=O)c2cc3ccccc3cc2-n2c1nc1ccc(F)cc1c2=O (configuration not stated) | 7%
O=C(Nc1ccc2c(c1)OCO2)c1cc(C2CCCCN2C(=O)c2ccc(Cl)cc2)on1 (configuration not stated) | -26%
Cc1ccc(CN2C(=O)c3ccccc3C2c2nnnn2-c2c(C)cccc2C)cc1 (configuration not stated) | -8%
CCCCc1cc(=O)oc2cc(OC(C)C(=O)NCCN3CCOCC3)ccc12 (configuration not stated) | -7%
COc1ccc(CN2CCC[C@]3(N[C@H](c4ccc(C)cc4)[C@@H]4C(=O)N(Cc5ccccc5)C(=O)[C@@H]43)C2=O)cc1 | -9%
O=C(NC1CCCC1)C1c2ccccc2OCC(=O)N1Cc1ccc2c(c1)OCO2 (configuration not stated) | 4%
Cc1cc(C(=O)OCC(=O)NC(=O)C2CCCCC2)ccc1[N+](=O)[O-] | -4%
O=[N+]([O-])c1ccc(-c2nc(Cl)c3c(n2)CCCC3)o1 | -94%[inhibitor]
COc1cc2[nH]c(C)c(-c3ccccc3)c(=O)c2cc1Cl | -1%
CSc1ncnc2c1ncn2CCCN1CCN(Cc2c(C)cc(C)cc2C)CC1 | -17%
C[C@@H]1CN([C@@H](C)CO)C(=O)CCCn2nncc2CO[C@@H]1CN(C)C(=O)Nc1cccc(Oc2ccccn2)c1 | 4%
NC(c1ccccc1)c1csc(NC(=O)NCCc2ccccc2)n1 (configuration not stated) | -22%
O=C(NCc1cccnc1)c1cc(C2CCCCN2S(=O)(=O)c2ccccc2)on1 (configuration not stated) | 0%
O=c1cc(CO)[nH]nc1CO | -4%
O=C(NCc1ccccc1Cl)c1csc(COCCO)n1 | 10%
COc1ccc(S(=O)(=O)Nc2ccc3c(c2)C(=O)N([C@H](C)CO)C[C@H](C)[C@@H](CN(C)Cc2ccncc2)OCCCC[C@@H](C)O3)cc1 | 10%
CCCN1C(=O)CC(c2ccc(OC)c(OC)c2)C1=O (configuration not stated) | -1%
COCCCNC(=O)C[C@@H]1C[C@@]2(C(=O)OC)CCCCC=C2N(Cc2ccco2)C1=O | 3%
CC1(C(=O)Nc2ccc3c(c2)OCO3)CCN1C(=O)CCC1CCCC1 (configuration not stated) | 0%
C(=C\c1ccccc1)/CN1CCN(C(c2cccs2)c2nnnn2-c2ccc3c(c2)OCCO3)CC1 (configuration not stated) | -39%
Cc1noc(C)c1S(=O)(=O)Nc1ccc2c(c1)C(=O)N([C@@H](C)CO)C[C@H](C)[C@@H](CN(C)Cc1ccc(C(F)(F)F)cc1)OCCCC[C@H](C)O2 | -61%
OC(c1ccc(F)cc1)c1nc(/C=C/c2ccccc2)cs1 (configuration not stated) | 85%
c1ccc(CNc2ncn[nH]2)cc1 | 4%
CC(=O)Nc1cccc(-c2ccnc3c2CC(C(=O)Nc2ccc(F)c(Cl)c2)O3)c1 (configuration not stated) | -33%
CC1(C(=O)NS(=O)(=O)c2cccc(OC(F)F)c2)CCN1C(=O)CCc1cccs1 (configuration not stated) | 2%
COc1cc(C(=O)N2CCN(c3cccc(Cl)c3)CC2)ccc1OCC(=O)N1CCOCC1 | 1%
CCOC(=O)C1CCCN(C(=O)c2ccccc2OC(F)(F)F)CC1 (configuration not stated) | 10%
COc1cccc(-c2cnc(C(O)c3cccc(C)c3C)[nH]2)c1 (configuration not stated) | -5%
COCCNc1nc(NCc2ccccc2F)c2sccc2n1 | -6%
C[C@@H]1CN([C@H](C)CO)C(=O)c2cc(Br)cnc2O[C@@H]1CN(C)C(=O)Cc1ccccc1 | -1%
Cc1cc(C)n(C(N)=NC(=O)c2ccccc2)n1 | 56%

More results:
SMILES | BRCA1 expr up
CCOC(=O)C1=C[C@@H](C(C)(C)C)N(S(=O)(=O)c2ccc([N+](=O)[O-])cc2)[C@H]1c1ccccc1 | 0%
C[C@@H]1CN([C@H](C)CO)C(=O)CCCn2nncc2CO[C@H]1CN(C)Cc1ccc(-c2ccccc2)cc1 | 1%
O=C(Nc1nc(-c2ccc3c(c2)OCCO3)cs1)C1CC(=O)N(c2ccc3c(c2)OCCO3)C1 (configuration not stated) | -26%
CC1(C)C2CCC(CN=C(N)CSS(=O)(=O)O)C1C2 (configuration not stated) | -17%
O=C1c2ccccc2C(c2nnnn2Cc2ccccc2)N1Cc1ccc(F)cc1 (configuration not stated) | 10%
O=C(NCCN1CCC(n2c(=O)[nH]c3ccccc32)CC1)c1ccc(C(F)(F)F)cc1C(F)(F)F | -20%
CN(C)C(=O)c1cccc(-c2cc(NC=O)c3ncc(-c4ccc(F)cc4)n3c2)c1 | -63%
COC(=O)c1ccc(CNC(=O)CC[C@H]2O[C@@H](n3cc(C)c(=O)[nH]c3=O)C[C@@H]2O)cc1 | 14%
COCCCNC(=O)c1cccc2c(-c3cccc(C(N)=O)c3)coc12 | -11%
COC(=O)c1ccccc1COc1cccn2c(N(C)C(=O)CCC3CCCC3)c(C)nc12 | 0%

Random excerpt: seven compounds from above.
SMILES | BRCA1 expr up
CN(C)C(=O)c1cccc(-c2cc(NC=O)c3ncc(-c4ccc(F)cc4)n3c2)c1 | -63%
O=C(NCCN1CCC(n2c(=O)[nH]c3ccccc32)CC1)c1ccc(C(F)(F)F)cc1C(F)(F)F | -20%
COC(=O)c1ccc(CNC(=O)CC[C@H]2O[C@@H](n3cc(C)c(=O)[nH]c3=O)C[C@@H]2O)cc1 | 14%
O=C1c2ccccc2C(c2nnnn2Cc2ccccc2)N1Cc1ccc(F)cc1 (configuration not stated) | 10%
CC1(C)C2CCC(CN=C(N)CSS(=O)(=O)O)C1C2 (configuration not stated) | -17%
COC(=O)c1ccccc1COc1cccn2c(N(C)C(=O)CCC3CCCC3)c(C)nc12 | 0%
O=C(Nc1nc(-c2ccc3c(c2)OCCO3)cs1)C1CC(=O)N(c2ccc3c(c2)OCCO3)C1 (configuration not stated) | -26%

Other entries.
SMILES | BRCA1 expr up
COCCN1C(=O)COc2ccccc2C1C(=O)NC1CCCC1 (configuration not stated) | 22%
CCNC(=O)C1(C)CCN(C(=O)c2ccc3c(c2)CCO3)C1 (configuration not stated) | 1%
CC(C)C[C@H]1COc2cccc(N3CCN(Cc4ccccc4F)CC3)c2S(=O)(=O)N1 | 0%
COC(=O)C[C@H]1C[C@@H]2c3cc(NC(=O)Nc4ccccc4)ccc3O[C@@H]2[C@@H](CO)O1 | 8%
Cc1noc(C)c1C(=O)OC(C)C(=O)Nc1ccc([N+](=O)[O-])cc1C(F)(F)F (configuration not stated) | -1%
CN(C)CCCNC(=S)N1CCC(C(=O)c2ccc(Cl)cc2)CC1 | -28%
COC(=O)Cn1c2ccccc2c(=O)n1C(C)CBr (configuration not stated) | 29%
CC1Cc2nc(SCC(=O)NCC3CCCO3)n(-c3ccccc3)c(=O)c2S1 (configuration not stated) | 7%
CC1CCCN(CCCNC(=O)c2ccc3c(c2)N(Cc2cccc(Cl)c2)C(=O)c2ccccc2S3=O)C1 (configuration not stated) | -11%
CC(C)N1CCC1(C)C(=O)Nc1ccc2cn[nH]c2c1 (configuration not stated) | -1%

Of the compounds above, these contain an aryl thioether with sulfur outside any ring.
SMILES | BRCA1 expr up
CSc1ncnc2c1ncn2CCCN1CCN(Cc2c(C)cc(C)cc2C)CC1 | -17%
CC1Cc2nc(SCC(=O)NCC3CCCO3)n(-c3ccccc3)c(=O)c2S1 (configuration not stated) | 7%

The list continues.
SMILES | BRCA1 expr up
COc1ccc(NC(=O)C2(C)CCN2C)cc1OC (configuration not stated) | -1%
O=C(CSc1ccc2c(c1)OCCO2)Nc1ccccc1 | 4%
C[C@@H]1CN([C@@H](C)CO)S(=O)(=O)c2ccc(Br)cc2O[C@@H]1CN(C)Cc1ccccn1 | -3%
CN(C)C(=O)c1cc2c(c(-c3cccc(C4=CCCCC4)c3)n1)[C@@H](CCO)N(S(=O)C(C)(C)C)C2 (some centres not stated) | 9%
CCCCCCN1CCN(C2CN(Cc3cn(Cc4ccc(F)cc4)nn3)S(=O)(=O)C2)CC1 (configuration not stated) | 2%
Cc1ccc(-c2nc3c(c(SCC(=O)N4CCCC4)n2)COC(C)(C)C3)cc1 | 29%
CN(C)CCNc1ncnc2c1ncn2[C@H]1CN(CCc2ccccc2)C[C@@H](CO)O1 | -3%
CN(C)CCCNC(=O)c1ccc(-c2cc3nc(NCc4cccnc4)n(C)c(=O)c3s2)cc1 | -10%
C[C@H](CO)N1C[C@H](C)[C@@H](CN(C)S(=O)(=O)c2cccc(F)c2)Oc2ncc(Br)cc2C1=O | 1%
CCCCN(C=O)c1c(CC)nc2c(OCC(=O)c3ccc(F)cc3)cccn12 | 0%
C[C@H]1CN([C@@H](C)CO)C(=O)CCCn2cc(nn2)CO[C@@H]1CN(C)C(=O)Nc1ccc2c(c1)OCO2 | 9%
C#CCN(C(=O)C1CCC(=O)N(CCc2cccc(F)c2)C1)C1CCCCC1 (configuration not stated) | 82%
CN(c1cccc(F)c1)c1cc2c(c3c1ccn3C)C1CCC2C1 (configuration not stated) | -5%
C[C@@H]1CN([C@H](C)CO)C(=O)CCCn2nncc2CO[C@@H]1CN(C)S(=O)(=O)c1ccccc1C#N | 0%
CC(=O)Nc1cccc(NC(=O)NC2CC(=O)N(c3ccc4c(c3)OCCO4)C2)c1 (configuration not stated) | 3%
CC(C)(c1ccc(O)cc1)c1ccc(O)c(C(=O)O)c1 | -22%
CC(C)CC(N)c1csc(NC(=O)c2cc(C(C)(C)C)nn2Cc2ccccc2)n1 (configuration not stated) | -70%
Cc1nc(CN2C(=O)C3(CCC3)ON=C2c2cccc(Cl)c2)cs1 | 17%
CCc1nc2c(OCc3ccc(C(F)(F)F)cc3)cccn2c1N(C)C(=O)c1ccncc1 | -7%
COc1cc(NC(=O)C2(C)CCN2C(C)C)cc(OC)c1OC (configuration not stated) | 14%

Overlap with the part before: 2 compounds, followed by the next part.
SMILES | BRCA1 expr up
CCc1nc2c(OCc3ccc(C(F)(F)F)cc3)cccn2c1N(C)C(=O)c1ccncc1 | -7%
COc1cc(NC(=O)C2(C)CCN2C(C)C)cc(OC)c1OC (configuration not stated) | 14%
CCOC(=O)C(=NO)C1=CSC2=NNC(C)(C)N12 | -16%
COc1ccc(NC(=O)N(C)C[C@H]2Oc3ncc(Br)cc3C(=O)N([C@H](C)CO)C[C@@H]2C)cc1 | 3%
CCc1nc2c(OCC(=O)C(C)(C)C)cccn2c1N(C)C(=O)CC(C)C | -3%
[O-][N+](=Cc1ccccc1)CC1(O)CCCCC1 | 5%
